High-throughput results from PubChem BioAssay.
CatB inh = human cathepsin B inhibition. P07858. purified cathepsin B, fluorogenic substrate, fluorescence. inhibition, %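 (tested at 10 µM)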. 63,000 compounds, 0.1% hits; in the data active means inhibition above about 21%;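 further: 0% = enzyme with no compound and 100% = no enzyme blank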
E coli RNAP = inhibitors of Escherichia coli RNA polymerase; P0A8V2; E. coli RNA polymerase, fluorescence transcription assay; inhibition, %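 (tested at 10 µM)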; 62,000 compounds, 0.2% hits; AID 559; in the data active means inhibition above about 20%;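 further: 0% = enzyme without compound and 100% = no enzyme blank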
Ecoli tolC = E. coli tolC mutant growth inhibition. E. coli BW25113 tolC mutant growth, OD615. growth inhibition, % at 10 µM (by protocol). 65,000 compounds, 2.2% hits. AID 573;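 active means growth inhibition at or above a cutoff equal to the mean over every tested compound plus 3 SD, cut at about 60% in these data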;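 further: growth measured after 20 h incubation at 37 °C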
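System: E. coli ΔtolC::kan strain BW25113; Buffer or medium: LB broth supplemented with 50 µg/mL kanamycin; Compound: 10 µM final, single dose; Incubation: bacterial growth with compound for 20 h at 37 °C; Signal: A615 absorbance measurement; Evaluation: growth inhibition in percent.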
Cdc25B block = human M-phase inducer phosphatase 2 inhibition; recombinant Cdc25B, OMFP fluorescence Ex485/Em525; 65,000 compounds, 0.1% hits; inhibition, %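 (compounds tested at 10 µM final in the well)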; in the data active means inhibition above about 50%
Target sequence (P30305 whole entry, looked up): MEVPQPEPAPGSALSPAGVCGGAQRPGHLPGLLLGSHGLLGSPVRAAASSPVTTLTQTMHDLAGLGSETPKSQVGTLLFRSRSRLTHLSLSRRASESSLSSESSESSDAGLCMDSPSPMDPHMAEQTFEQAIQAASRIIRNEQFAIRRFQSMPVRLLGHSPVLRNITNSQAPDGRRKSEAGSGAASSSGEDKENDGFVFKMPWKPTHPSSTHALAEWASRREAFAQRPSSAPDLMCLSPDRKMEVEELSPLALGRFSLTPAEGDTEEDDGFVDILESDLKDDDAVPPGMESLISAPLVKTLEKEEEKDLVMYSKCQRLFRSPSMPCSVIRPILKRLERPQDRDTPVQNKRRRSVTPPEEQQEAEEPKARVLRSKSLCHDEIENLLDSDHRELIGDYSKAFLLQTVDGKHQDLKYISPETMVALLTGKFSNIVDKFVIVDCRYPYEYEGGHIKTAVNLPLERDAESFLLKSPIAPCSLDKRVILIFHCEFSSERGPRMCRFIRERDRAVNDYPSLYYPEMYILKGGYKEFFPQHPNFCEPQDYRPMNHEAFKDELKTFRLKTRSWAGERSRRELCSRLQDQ
Hsp90 block = displaces geldanamycin probe from tumor Hsp90; P07900; NCI-N417 lysate Hsp90, Cy3B-geldanamycin FP displacement; inhibition, % at 30 µM; 64,000 compounds, 0.35% hits;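 active means inhibition above 50%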;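 further: 0% = tracer plus lysate wells and 100% = tracer alone without lysate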
DUSP1 inh = blocks human MKP-1 phosphatase activity; P28562; recombinant MKP-1, OMFP hydrolysis fluorescence; inhibition, %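 (compounds tested at a single concentration somewhere between 10 and 100 µM)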; 65,000 compounds, 0.15% hits;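 active means inhibition above about 50%, limit read from the data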;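 further: 0% = DMSO max control wells and 100% = wells with enzyme stopped by NaOH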
Target sequence (P28562 whole entry, looked up): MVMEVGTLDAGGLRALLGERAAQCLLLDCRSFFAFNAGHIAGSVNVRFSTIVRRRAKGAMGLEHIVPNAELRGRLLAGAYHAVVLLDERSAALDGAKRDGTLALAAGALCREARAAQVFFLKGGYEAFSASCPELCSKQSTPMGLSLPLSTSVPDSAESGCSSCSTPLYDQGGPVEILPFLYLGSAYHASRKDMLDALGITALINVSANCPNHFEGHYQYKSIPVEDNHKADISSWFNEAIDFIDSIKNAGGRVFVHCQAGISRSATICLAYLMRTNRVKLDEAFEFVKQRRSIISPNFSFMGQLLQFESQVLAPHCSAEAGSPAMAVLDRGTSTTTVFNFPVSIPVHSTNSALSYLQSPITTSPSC
AP complement = alternative pathway complement inhibition, orthogonal assay. Human serum alternative complement pathway, LPS-coated ELISA, C3 deposition; tested in compound mixtures. inhibition, % at 5 µM. 62,000 compounds, 0.08% hits. AID 1235;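 active means inhibition above 30% in each of the two pooled mixtures holding the compound, so the lower value exceeds 30%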;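 further: 0% = serum in Mg-EGTA without compound and 100% = EDTA serum blank; some compounds past the cut are filed as inactive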
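Medium: diluted human serum in Mg2+-EGTA GVB++. Assay system: human serum complement alternative pathway, C3 deposition onto LPS. Also added: Plate-bound LPS. Technique: Anti-C3 ELISA, OD 450 nm. Measure: percent inhibition. Incubation: 1 h at 37 °C. Dosing: 5 µM each compound, pools of ten, 50 µM per pool.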
CatB mixtures = inhibitors of human cathepsin B in compound mixtures | inhibition, %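 (ten-compound pools at 5 µM per compound and 50 µM total)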 | Purified cathepsin B, AMC dipeptide fluorescence | AID 488 | 62,000 compounds, 0.06% hits | P07858; in the data active means inhibition above about 22%, passing the limit was not always enough;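 further: 0% = enzyme without compound and 100% = no enzyme blank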
D1 mod = allosteric modulators of human D1 dopamine receptor; HEK293 D1, CRE-luciferase, dopamine EC30 potentiation; actives deviate in either direction; P21728; B-score at 10 µM; 58,000 compounds, 5.9% hits;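 active means luminescence count or its row- and column-corrected plate score outside the 99.7% band of the plate's sample wells, on either side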
* = called active by the depositor; x = not tested or not shown.

Order of results – CatB inh	E coli RNAP	Ecoli tolC	Cdc25B block	Hsp90 block	DUSP1 inh	AP complement	CatB mixtures	D1 mod
N#CCc1c(C#N)c(N)nc(N2CCN(S(=O)(=O)c3ccccc3)CC2)c1C#N
 : -3	5	12	-11	-10	-18	10	4	5.5*
C[C@H](NC(=O)NCc1cccs1)C(=O)O
 : 3	4	-15	-16	-3	-13	-1	3	0.39
CCOC(=O)c1cnn(-c2ccccc2)c1NC(=O)c1cccs1
 : 1	-2	-5	0	0	-10	11	-4	x
COC(=O)c1c(N2C(=O)CCC2=O)sc2c1CCCC2
 : 5	8	8	-8	-1	2	13	0	0.027
CN1CCC2(CC1)C1CN(C)CC=C1C(C#N)=C(N)C2(C#N)C#N (stereo not drawn)
 : 0	5	-1	-1	-1	-26	10	5	x
c1ccc(-n2ncc3c(NCCCN4CCOCC4)ncnc32)cc1
 : -1	4	-31	-4	-2	-5	12	4	-1.3
N#Cc1nc(COc2ccc(-c3ccccc3)cc2)oc1NCCCN1CCOCC1
 : -3	7	35	0	-5	23	7	3	-1.3
CC(=O)Nc1ccc(S(=O)(=O)n2cnc3cc(C)c(C)cc32)cc1
 : 0	6	18	-4	-5	35	-5	-4	0.72
O=C(NCc1ccc2c(c1)OCO2)c1c(O)c2cccc3c2n(c1=O)CCC3
 : 0	-2	8	-15	-2	11	20	0	0.7
CCc1c(C)nc2cc(-c3ccc(OC)c(OC)c3)nn2c1N1CCCC1
 : 1	13	10	-24	x	14	9	3	1.7
O=C(CCn1c(=O)c2ccccc2n(Cc2cc(=O)n3ccccc3n2)c1=O)NCc1ccco1
 : 2	-1	-16	1	-4	11	14	4	-0.38
O=C(Nc1ccc(N2CCOCC2)c(Cl)c1)c1ccco1
 : -1	1	10	4	-4	10	2	0	-0.92
CC(=O)N1CC2(C)CN(C(C)=O)CC(C)(C1)C2
 : -4	7	-5	-5	2	2	7	-1	0.74
CC(=O)Nc1ccc(S(=O)(=O)N2CCN(c3cc(C)ccc3C)CC2)cc1
 : 5	4	31	-9	-3	7	20	3	-0.28
Cc1nn(-c2ccccc2)c(C)c1NC(=O)Cc1cccs1
 : 8	10	-4	-5	-3	13	7	5	-0.16
CCOc1ccccc1Nc1ccc(C(=O)O)cc1NC(C)=O
 : -2	-4	-3	-21	11	9	16	-2	-1.1
c1ccc(-c2csc(-n3cnnn3)n2)cc1
 : -1	7	-1	-4	-1	-41	9	7	1.9
Cc1nnsc1C(=O)Nc1ccccc1Cl
 : 0	5	1	10	0	-3	-4	2	1.1
Cc1cc2cc(CNC(=O)Cc3cccs3)ccc2n1C
 : 1	7	7	1	0	-3	10	2	-0.18
N#C/C(=C\N1CCN(Cc2ccc3c(c2)OCO3)CC1)c1nc2ccccc2s1
 : x	x	-1	-12	-9	-11	x	x	x
O=C(CCn1nc(-c2ccccc2)ccc1=O)N1CCCC1
 : -2	6	1	-5	0	-1	15	6	-0.28
CC(C)N(Cc1nc(-c2ccccc2)no1)C(=O)CN(C)S(=O)(=O)c1ccccc1
 : 3	0	-1	-10	1	17	5	3	-1.2
CC(C)(C)C(=O)CCN1C(=O)C2(OCCO2)c2ccccc21
 : 3	7	-2	-11	1	-2	16	8	0.28
CCN(CC)C(=O)C1CCN(Cc2cccc(OCc3ccccc3)c2)CC1
 : -3	4	15	-2	1	-9	1	1	0.27
NC(=O)C1(N2CCCCC2)CCN(C2CC(=O)N(Cc3cccs3)C2=O)CC1 (stereo not drawn)
 : 0	7	-5	5	-3	11	7	4	-0.49
C=CCNc1ncnc2c1cnn2-c1ccc(OC)cc1
 : -1	7	-1	2	-2	-11	14	5	-1.5
O=C(CN1C(=O)COc2ccccc21)NCc1ccc(C(=O)O)cc1
 : 2	7	-13	-4	-2	9	-1	-5	0.091
O=C1NC2=C(C(=O)c3ccccc32)C(c2ccccc2)N1 (stereo not drawn)
 : 10	12	-2	-8	-4	11	8	0	x
O=C(CCCNS(=O)(=O)c1cccc2nsnc12)NCc1ccc(Cl)cc1
 : 1	6	0	-10	0	4	-6	-4	0.58
N#Cc1ccccc1NC(=O)CSc1nccn1CCc1ccccc1
 : -5	7	28	-10	-5	-3	7	4	-0.64

Order of results – CatB inh	E coli RNAP	Ecoli tolC	Cdc25B block	Hsp90 block	DUSP1 inh	AP complement	CatB mixtures	D1 mod
CCOC(=O)c1cc(C)[nH]c(=S)c1C#N
 : 2	1	-18	-12	-3	6	4	1	-0.23
CC(=O)c1cccc(NC(=O)c2ccncc2)c1
 : x	x	-11	-1	-2	-5	1	3	-0.22
O=C(c1ccc(COc2ccc3c(c2)CCC3)o1)N1CCN(c2ccccc2)CC1
 : x	x	67*	-31	-19	13	x	x	0.13
Clc1ccc(C2CC(c3ccccc3)Nc3ncnn32)cc1 (stereo not drawn)
 : -2	-11	23	3	1	21	26	-1	1.2
CC(=O)Oc1ccc(C(=O)O)cc1OC(C)=O
 : -3	5	-6	2	48	15	21	7	-0.5
CC1CN(C(=O)N[C@@H](Cc2ccccc2)C(=O)O)CC(C)O1 (stereo partly drawn)
 : 1	-9	-2	6	-3	2	-12	4	-0.15
OC(COc1ccc(OCc2ccccc2)cc1)CN1CCCCC1 (stereo not drawn)
 : -3	2	-3	-15	-5	-17	6	-2	-0.54
CCN(CC)CCCNC(=O)c1cc2c(-c3ccc(Cl)cc3)nn(C)c2s1
 : -1	0	45	-15	-3	-7	6	-14	-1.8
CCOc1ccc(OCCSc2nnnn2C2CCCCC2)cc1
 : -4	9	65*	-8	0	4	5	5	-0.064
O/N=C/c1cccn1-c1ccc(O)cc1
 : -3	7	5	-10	-4	3	15	2	-0.044
CN(C)c1ccc(NC(=O)CN2C(=O)CC(c3ccccc3)=Nc3ccccc32)cc1
 : x	x	-2	-8	2	25	x	x	0.33
CCOC(=O)CSc1nnc(-c2ccc(S(=O)(=O)N3CCOCC3)cc2)n1-c1ccccc1
 : -2	4	-11	-4	0	2	12	3	-0.48
COC(=O)c1nnn(-c2nonc2N)c1CSCCO
 : 0	7	-17	-19	-1	6	13	2	-0.18
CN(CP(=O)(O)CN(C)S(C)(=O)=O)S(C)(=O)=O
 : 1	11	-24	-12	1	7	6	1	x
O=C(NCCCn1ccnc1)c1cc(-c2cccs2)on1
 : 10	6	-12	-5	1	7	11	0	2.3
Cc1scc(C(=O)N2CCN(S(C)(=O)=O)CC2)c1-c1ccccc1
 : 3	6	14	1	-5	-11	-12	6	-0.11
CC(C)(C)NC(=O)Cn1nnnc1-c1nonc1N
 : 8	7	-10	-3	2	9	2	2	0.49
COc1ccc(N(CC(=O)NCc2ccco2)S(C)(=O)=O)cc1Cl
 : 1	5	0	-5	x	13	1	-3	0.41
C1CCC(Nc2nnnn2C2CCCCC2)CC1
 : 1	-4	-16	-10	-3	5	5	-4	-0.57
CCCCCCS(=O)[C@H]1CS(=O)(=O)C[C@@H]1S(=O)CCCCCC (stereo partly drawn)
 : 5	5	-14	-7	1	13	11	2	x
CC(C)CCNc1nc2c(cc1C#N)COC(C)(C)C2
 : -2	-1	11	-4	-2	-29	x	x	x
COc1c(O)ccc2cnn(-c3ccccc3C)c(=O)c12
 : -6	1	17	0	-4	-23	20	1	x
Cc1ccc(-c2nc(CS(=O)CC(=O)NCc3ccccc3)c(C)o2)cc1 (stereo not drawn)
 : 3	-2	7	-10	1	6	5	-1	1.5
O=C(c1ccccc1)N1CCN(S(=O)(=O)N2CCCCC2)CC1
 : 5	12	-9	3	0	7	1	0	0.26
CCCn1cc(SCC(N)=O)c2ccccc21
 : 6	3	0	-9	-4	-11	10	0	1.9
O=C(CCNC(=O)c1ccc(Br)o1)NC1CCCC1
 : -3	6	-10	-11	-5	11	2	4	1
O=C(CSc1nnc(-c2ccncc2)n1C1CCCCC1)Nc1cccc(O)c1
 : 1	10	-8	4	-4	19	9	4	0.57
O=C(c1cc(S(=O)(=O)N2CCOCC2)ccc1F)N1CCCc2ccccc21
 : -2	3	1	-13	-4	-8	7	7	-0.14
CC(C)CCNC(=O)COc1ccc2c3c(c(=O)oc2c1)CCC3
 : -3	6	-3	-8	-7	23	4	2	-0.075
CCC(Sc1ccc2nnc(-c3cccnc3)n2n1)C(=O)O (stereo not drawn)
 : -2	4	-14	-22	-1	4	7	0	x

A draw from above in order of number of heavy atoms, rising.
Order of results – CatB inh	E coli RNAP	Ecoli tolC	Cdc25B block	Hsp90 block	DUSP1 inh	AP complement	CatB mixtures	D1 mod
CC1CN(C(=O)N[C@@H](Cc2ccccc2)C(=O)O)CC(C)O1 (stereo partly drawn)
 : 1	-9	-2	6	-3	2	-12	4	-0.15
CCOc1ccc(OCCSc2nnnn2C2CCCCC2)cc1
 : -4	9	65*	-8	0	4	5	5	-0.064
O=C(c1ccc(COc2ccc3c(c2)CCC3)o1)N1CCN(c2ccccc2)CC1
 : x	x	67*	-31	-19	13	x	x	0.13

Further results:
Order of results – CatB inh	E coli RNAP	Ecoli tolC	Cdc25B block	Hsp90 block	DUSP1 inh	AP complement	CatB mixtures	D1 mod
CCCCC(=O)Nc1cccc(-c2nnc(-c3ccccc3)o2)c1
 : 3	0	68*	0	2	9	13	6	0.078
CN(C)c1ccccc1C(=O)c1ccccc1N(C)C
 : 2	13	9	-6	-3	-17	-2	3	-0.62
Cc1ccccc1-c1nc(CN2CCC(C(=O)N3CCC(C(N)=O)CC3)CC2)c(C)o1
 : -2	3	-6	-7	1	0	10	-6	0.64
CCOC(=O)CSc1nnc2c(n1)C1(C)CCC2C1(C)C (stereo not drawn)
 : 3	-4	-2	-3	-3	31	9	-1	0.0034
O=C(c1ncc[nH]1)c1ccccc1C(=O)N1CCOCC1
 : 1	8	-15	-1	0	-4	-11	1	-0.1
CCOC(=O)c1sc(NS(=O)(=O)c2ccc(NC(C)=O)cc2)nc1C
 : 4	5	7	-2	-3	2	9	5	0.1
Cc1ccccc1S(=O)(=O)Cc1ccc(C(=O)N2CCN(c3ccc(F)cc3)CC2)o1
 : -2	7	24	-31	-4	21	0	0	0.61
COC(=O)c1cc2c(cc1Cl)SC(=NCCCN1CCOCC1)NS2(=O)=O
 : 5	5	7	-6	0	-9	-2	0	x
COc1ccc(-c2oc3ncnc(NCCCN4CCOCC4)c3c2-c2ccc(OC)cc2)cc1
 : 0	5	48	-9	-3	42	3	4	1.5
CSc1nsc(SC)c1C(=O)OCC(F)(F)F
 : 5	-6	8	-8	0	8	11	11	x
CC(C)CN(Cc1cc2ccccc2[nH]c1=O)C(=O)c1cccnc1
 : 4	11	1	2	-2	-8	6	4	-1.4
C=CCSc1nc2sc(C)c(C)c2c(=O)[nH]1
 : 2	8	8	3	-2	1	-12	2	4.5
O=C(Cc1cccs1)Nc1ccc(Cl)cc1
 : 0	4	13	-14	-19	-8	6	4	-0.14
COCCn1nnnc1SCC(=O)N1CCCCC1
 : -6	-6	-22	-11	1	-9	6	-5	x
COc1cccc(C2=NOC(C(=O)Nc3cccc(C(C)=O)c3)C2)c1OC (stereo not drawn)
 : 1	5	12	-24	-1	4	10	2	3.6*
O=C(NCCCN1CCCCCC1)C1CC(=O)N(CCc2ccccc2)C1 (stereo not drawn)
 : 4	0	-16	-6	2	-8	13	1	-0.54
COc1ccc(C(=O)Nc2ccc(S(=O)(=O)Nc3onc(C)c3C)cc2)cc1OC
 : 8	6	9	5	-2	39	-27	4	-0.66
CCc1nn2c(=O)cc(CSc3nc4sc5c(c4c(=O)n3C)CCCC5)nc2s1
 : 6	3	-1	2	-3	9	3	6	0.21
C=CCNC(NC(=O)c1ccccc1)(C(=O)OCC)C(F)(F)F (stereo not drawn)
 : -5	0	-11	2	2	7	12	-4	-1.1
C=C(C)c1ccc(C(C)(C)NC(=O)NCc2ccco2)cc1
 : 3	3	-4	1	4	-13	3	-19	-1.7
COc1ccc(C(O)c2nc3ccccc3s2)cc1 (stereo not drawn)
 : 3	16	10	-1	-2	-31	0	5	1.9
